From PubChem BioAssay
mut p53 react = mutant p53 pathway re-activators, primary screen, cell-based, SW480, luciferase, single point, HTS | SW480 PUMA-promoter luciferase, p53 mutant reactivation | activation, % at 9.98 µM | 28,000 compounds, 1.5% hits; in the data active = activation above about 52%; inconclusive = no clear call, values can overlap the other calls
STK33 inh = STK33 kinase inhibitors, primary screen, biochemical, luminescence, ADP-Glo, MBP substrate; AID 2322, 2010; Serine/threonine-protein kinase 33 (Homo sapiens), Q9BYT3; 27,000 compounds, 0.44% hits; inhibition, % at 12.5 µM; in the data active = inhibition above about 20%; inconclusive = no clear call, values can overlap the other calls
Target sequence (Q9BYT3 whole entry, looked up): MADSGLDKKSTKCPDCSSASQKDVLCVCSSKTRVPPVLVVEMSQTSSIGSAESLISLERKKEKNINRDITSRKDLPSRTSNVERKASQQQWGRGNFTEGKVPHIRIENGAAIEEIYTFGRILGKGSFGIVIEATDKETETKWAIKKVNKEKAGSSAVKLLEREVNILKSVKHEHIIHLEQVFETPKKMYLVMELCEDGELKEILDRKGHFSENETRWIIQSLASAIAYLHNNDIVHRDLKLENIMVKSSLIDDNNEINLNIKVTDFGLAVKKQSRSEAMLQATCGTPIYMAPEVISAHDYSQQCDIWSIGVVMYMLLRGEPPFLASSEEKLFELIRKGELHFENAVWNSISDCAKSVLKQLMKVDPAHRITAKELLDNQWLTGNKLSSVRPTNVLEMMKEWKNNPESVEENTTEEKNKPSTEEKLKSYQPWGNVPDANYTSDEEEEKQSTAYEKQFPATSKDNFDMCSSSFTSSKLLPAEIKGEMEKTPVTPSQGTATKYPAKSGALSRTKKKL
The depositor's hits bear a star. This is a subset. The share of hits here may be higher or lower than overall.

What do the screens show for `C[C@H]1CN([C@@H](C)CO)C(=O)Cc2cc(NS(=O)(=O)c3ccccc3)ccc2O[C@H]1CN(C)Cc1ccc(-c2ccccc2)cc1`?
STK33 inh: 3

How did C[C@H](CO)N1C[C@H](C)[C@@H](CN(C)C(=O)Nc2ccc(F)cc2)Oc2ccc(NC(=O)c3ccncc3)cc2CC1=O do in these assays?
mut p53 react: 2

How did O=C(c1ccccc1Oc1nnnn1-c1ccccc1)N1CCOCC1 do in these assays?
mut p53 react: -3; STK33 inh: 2

What do the screens show for `Cc1ccc(S(=O)(=O)Nc2ccc3c(c2)C(=O)N([C@@H](C)CO)C[C@@H](C)[C@H](CN(C)S(=O)(=O)c2cn(C)cn2)OCCCC[C@H](C)O3)cc1`?
mut p53 react: 19

How did COc1ccccc1NC(=O)N(C)C[C@@H]1Oc2ncc(C#CC(C)C)cc2C(=O)N([C@@H](C)CO)C[C@H]1C do in these assays?
mut p53 react: 3

Results for CNC[C@@H]1Oc2c(NS(=O)(=O)c3ccc(OC)cc3)cccc2C(=O)N([C@@H](C)CO)C[C@@H]1C ?
mut p53 react: 5

Results for C[C@H]1CN([C@@H](C)CO)C(=O)Cc2cc(NC(=O)Nc3ccc(C(F)(F)F)cc3)ccc2O[C@@H]1CN(C)C(=O)Nc1ccc(F)cc1 ?
STK33 inh: 2

What do the screens show for `COc1ccc(NC(=O)N(C)C[C@H]2Oc3ccc(NC(=O)c4ccncc4)cc3C(=O)N([C@@H](C)CO)C[C@@H]2C)cc1`?
STK33 inh: 0

Results for O=C1N(CCS(=O)(=O)c2ccccc2)c2ccccc2[C@H]2OC(c3ccc(OCCCO)cc3)=N[C@@]12CCS(=O)(=O)c1ccccc1 ?
STK33 inh: -2

How did C/C=C/c1cnc2c(c1)C(=O)N([C@H](C)CO)C[C@H](C)[C@H](CN(C)Cc1ccc3c(c1)OCO3)O2 do in these assays?
mut p53 react: -7

How did CCn1c(SCc2nc(-c3ccc(Br)cc3)no2)nnc1-c1c[nH]c2ccccc12 do in these assays?
mut p53 react: -1; STK33 inh: 1

Results for CCCC#Cc1cnc2c(c1)C(=O)N([C@@H](C)CO)C[C@@H](C)[C@@H](CN(C)C(=O)c1cnccn1)O2 ?
mut p53 react: 6

Results for Cc1ccc(S(=O)(=O)N(C)C[C@H]2OCCCC[C@@H](C)Oc3ccc(NS(=O)(=O)c4ccc(F)cc4)cc3C(=O)N([C@H](C)CO)C[C@@H]2C)cc1 ?
STK33 inh: 4

Results for CC(C)NC(=O)Nc1ccc2c(c1)C(=O)N([C@H](C)CO)C[C@@H](C)[C@H](CN(C)C(=O)c1ccncc1)OCCCC[C@H](C)O2 ?
mut p53 react: 4

What do the screens show for `Cc1ccc(S(=O)(=O)N2C(=O)CCC2C(=O)Nc2ccc(Cl)c(C(F)(F)F)c2)cc1` (stereo not drawn)?
mut p53 react: -3; STK33 inh: 1

What do the screens show for `C[C@H]1CN([C@@H](C)CO)C(=O)c2cccc(NS(=O)(=O)c3cn(C)cn3)c2O[C@H]1CN(C)C(=O)Nc1ccc(C(F)(F)F)cc1`?
mut p53 react: -2

What do the screens show for `C[C@H]1CCCCO[C@H](CN(C)C(=O)Nc2ccccc2)[C@@H](C)CN([C@@H](C)CO)C(=O)c2cc(NC(=O)Nc3ccccc3)ccc2O1`?
mut p53 react: -8

Results for CC(=O)Nc1ccc(C(=O)CSc2nnc(C)s2)cc1 ?
mut p53 react: 7; STK33 inh: 1

What do the screens show for `CCCCc1ccc(NC(=O)N2CCN(c3cc(C)nc4ccccc34)CC2)c(C)c1`?
mut p53 react: -46

How did CCCC#Cc1cnc2c(c1)C(=O)N([C@H](C)CO)C[C@@H](C)[C@H](CN(C)S(=O)(=O)c1cccc(OC)c1)O2 do in these assays?
mut p53 react: -4

Results for COc1ccc2c(c1)OC/C(=C\c1ccc(OC)c(O)c1)C2=O ?
STK33 inh: 11

How did C[C@@H]1CN([C@H](C)CO)C(=O)c2cc(C#C[C@@H](C)O)cnc2O[C@H]1CN(C)C(=O)c1ccccc1 do in these assays?
mut p53 react: -3

How did CCC(=O)N(C)C[C@@H]1Oc2cc(C#Cc3ccccn3)ccc2S(=O)(=O)N([C@@H](C)CO)C[C@@H]1C do in these assays?
mut p53 react: 3

Results for Cc1cc(C(C)(C)C)c(O)c(C)c1CC1=NCCN1 ?
STK33 inh: -1

How did Cc1ccc(S(=O)(=O)N(C)C[C@@H]2Oc3ccc(NC(=O)C4CCCCC4)cc3C(=O)N([C@@H](C)CO)C[C@H]2C)cc1 do in these assays?
STK33 inh: 0

How did NC(=O)NCC#Cc1ccc2c(c1)[C@]1(C(=O)N2)[C@H](C(=O)Nc2nc3ccccc3s2)[C@H]2C(=O)O[C@H](c3ccccc3)[C@H](c3ccccc3)N2[C@@H]1c1ccccc1OCCO do in these assays?
STK33 inh: inconclusive

How did C[C@@H]1CN([C@@H](C)CO)C(=O)c2cc(NC(=O)CCCN(C)C)ccc2O[C@@H](C)CCCCO[C@H]1CN(C)Cc1ccc2c(c1)OCO2 do in these assays?
mut p53 react: 7

Results for CCOC(=O)c1cnc2cc(C(F)(F)F)ccc2c1N(C)Cc1ccccc1 ?
STK33 inh: 1

What do the screens show for `COc1ccccc1CNC(=O)c1ccc(NS(C)(=O)=O)cc1`?
mut p53 react: -5; STK33 inh: -2

Results for COc1ccccc1-c1cc(=O)c2c(OC)cccc2o1 ?
STK33 inh: 0

Results for C[C@@H]1CN([C@H](C)CO)C(=O)Cc2cc(NC(=O)Cc3cn(C)c4ccccc34)ccc2O[C@@H]1CN(C)Cc1ccc(C(=O)O)cc1 ?
mut p53 react: -5; STK33 inh: -5

Results for O=C(Nc1ccc(I)cc1C(=O)N1CCN(CCO)CC1)c1ccccc1Cl ?
mut p53 react: 10; STK33 inh: -3

Results for COc1cccc(S(=O)(=O)N(C)C[C@@H]2Oc3cc(C#CCC(C)C)ccc3S(=O)(=O)N([C@H](C)CO)C[C@@H]2C)c1 ?
mut p53 react: -28

Results for C[C@@H]1CN([C@H](C)CO)C(=O)c2cccc(NC(=O)NC3CCCCC3)c2O[C@H]1CN(C)S(=O)(=O)c1ccccc1 ?
mut p53 react: 13

Results for C[C@@H]1CN([C@H](C)CO)C(=O)Cc2cc(N(C)C)ccc2O[C@H]1CN(C)C(=O)Nc1ccc2c(c1)OCO2 ?
STK33 inh: 2

Results for COc1ccc(NS(=O)(=O)c2ccc(NC(=O)c3ccc(Br)cc3)cc2)nn1 ?
mut p53 react: 7; STK33 inh: 0

What do the screens show for `CN1CCN(C2=Nc3ccccc3Sc3ccc(Cl)cc32)CC1`?
mut p53 react: 11; STK33 inh: 3

What do the screens show for `C[C@H](CO)N1C[C@H](C)[C@H](CN(C)C(=O)[C@@H]2CCCN2C)OCc2ccccc2-c2c(n(C)c3ccccc23)C1=O`?
mut p53 react: 3

Results for C[C@H]1CN([C@@H](C)CO)C(=O)c2cc(NC(=O)CCN3CCOCC3)ccc2O[C@@H]1CN(C)Cc1ccc2c(c1)OCO2 ?
STK33 inh: 1

How did C[C@@H]1CN([C@H](C)CO)C(=O)Cc2cc(NS(=O)(=O)c3ccc(Cl)cc3)ccc2O[C@H]1CN(C)S(C)(=O)=O do in these assays?
STK33 inh: -2

Results for C[C@@H]1CN([C@H](C)CO)C(=O)CCCn2cc(nn2)CO[C@@H]1CN(C)C(=O)C1CCCCC1 ?
STK33 inh: 0

What do the screens show for `Cc1ccc(C(=O)O)cc1NC(=O)CCN1C(=O)c2ccccc2C1=O`?
mut p53 react: -5; STK33 inh: 0

Results for COC(=O)c1ccc(C(=O)OC)c(NS(=O)(=O)c2ccc3c(c2)OCCO3)c1 ?
mut p53 react: -14; STK33 inh: -1

Results for Cc1ccccc1S(=O)(=O)N(C)C[C@@H]1OCc2cnnn2CCCC(=O)N([C@H](C)CO)C[C@@H]1C ?
STK33 inh: 0

What do the screens show for `C[C@H](CO)N1C[C@H](C)[C@@H](CN(C)C(=O)Nc2ccccc2)Oc2ccc(NC(=O)Cn3cnnn3)cc2CC1=O`?
mut p53 react: 8

What do the screens show for `C/C=C(/C)C(=O)OC1Cc2c(ccc3ccc(=O)oc23)OC1(C)C` (stereo not drawn)?
mut p53 react: -4; STK33 inh: -11

How did CCN(CC)CCNc1ccc(CO)c2sc3ccccc3c(=O)c12 do in these assays?
STK33 inh: 0

How did CN1CCN(C(=O)C[C@H]2C[C@H]3c4cc(NC(=O)Nc5ccccc5)ccc4O[C@H]3[C@H](CO)O2)CC1 do in these assays?
mut p53 react: 9

How did COc1ccc(NC(=O)CN(c2cc(Cl)cc(Cl)c2)S(C)(=O)=O)cc1Cl do in these assays?
mut p53 react: 6; STK33 inh: 0

Results for COc1cc2c(cc1OC)CN(C(=O)[C@H]1[C@@H]3C(=O)O[C@@H](c4ccccc4)[C@@H](c4ccccc4)N3[C@@H](c3ccc(OCCO)cc3)[C@]13C(=O)Nc1ccc(C#CC4=CCCCC4)cc13)CC2 ?
STK33 inh: 22*

What do the screens show for `N#Cc1c(NC(=O)CCCOc2ccc(Cl)cc2Cl)sc2c1CCCC2`?
mut p53 react: 5; STK33 inh: -2

How did CCCCCCCCN1C(=O)C(C(C)=O)=C(C)C1(C)O (stereo not drawn) do in these assays?
mut p53 react: -10; STK33 inh: -3

Results for O=C(Nc1ccc(S(=O)(=O)Nc2ncccn2)cc1)c1cccc(I)c1 ?
mut p53 react: -13; STK33 inh: 3

Results for COc1cc(NC(=O)COc2cc(C)ccc2C)c(C(=O)O)cc1OC ?
mut p53 react: 4; STK33 inh: 1

How did Cc1noc(C)c1S(=O)(=O)Nc1ccc2c(c1)C(=O)N([C@H](C)CO)C[C@H](C)[C@H](CN(C)S(=O)(=O)c1ccc(F)cc1)OCCCC[C@@H](C)O2 do in these assays?
STK33 inh: 3

What do the screens show for `C[C@H]1CN([C@@H](C)CO)C(=O)Cc2cc(NC(=O)Cn3cnnn3)ccc2O[C@H]1CN(C)S(=O)(=O)c1ccc(F)cc1`?
STK33 inh: -4

How did C[C@H](CO)N1C[C@H](C)[C@H](CN(C)C(=O)Nc2ccc3c(c2)OCO3)Oc2ccc(NS(=O)(=O)c3ccccc3)cc2C1=O do in these assays?
STK33 inh: 5

Results for C[C@H](CO)N1C[C@H](C)[C@H](CN(C)Cc2ccccc2)Oc2ccc(NC(=O)C3CC3)cc2CC1=O ?
STK33 inh: 1

Results for CCc1nc(SCC(=O)Nc2ccc(OC)cc2)c2c3c(sc2n1)COC(C)(C)C3 ?
mut p53 react: -12; STK33 inh: 0

How did CC(C)NC(=O)Nc1cccc2c1O[C@H](CN(C)Cc1ccc(Oc3ccccc3)cc1)[C@@H](C)CN([C@H](C)CO)C2=O do in these assays?
mut p53 react: 0

How did Nc1c(S(=O)(=O)c2ccccc2)nnn1-c1ccc(OC(F)(F)F)cc1 do in these assays?
mut p53 react: 3

Results for C[C@@H]1CCCCO[C@@H](CN(C)S(=O)(=O)c2cccs2)[C@@H](C)CN([C@H](C)CO)C(=O)c2cc(NC(=O)Nc3ccc(C(F)(F)F)cc3)ccc2O1 ?
STK33 inh: 3

How did Cc1cccc(CN2CCC(CNC(=O)c3cc4cc5ccc(C)cc5nc4o3)CC2)c1 do in these assays?
mut p53 react: -9

What do the screens show for `C[C@H]1CN([C@@H](C)CO)C(=O)c2cc(NC(=O)Nc3ccc4c(c3)OCO4)ccc2O[C@@H]1CN(C)C(=O)Nc1ccc(F)cc1`?
mut p53 react: 4

How did Nc1nonc1-c1nc2ccccc2n1CC(=O)Nc1cccc(Cl)c1Cl do in these assays?
mut p53 react: -48; STK33 inh: 2

How did NC(N)=N/N=C/c1c(Cl)cccc1Cl do in these assays?
mut p53 react: 11

What do the screens show for `COc1cc(/C(C)=C/C(C)CCCC(=O)O)oc(=O)c1C` (stereo not drawn)?
mut p53 react: 3; STK33 inh: 5

What do the screens show for `C[C@H](CO)N1C[C@H](C)[C@@H](CN(C)Cc2cccnc2)OCc2cn(nn2)CCCC1=O`?
STK33 inh: 2

How did C[C@@H]1CN([C@@H](C)CO)C(=O)c2cccc(NC(=O)c3nc4ccccc4s3)c2O[C@H]1CN(C)S(=O)(=O)c1cn(C)cn1 do in these assays?
mut p53 react: -4

How did Cc1ccc(C(=O)CSc2nnc(-c3ccccc3[N+](=O)[O-])o2)cc1 do in these assays?
mut p53 react: 11; STK33 inh: -1

What do the screens show for `C[C@H](CO)N1C[C@H](C)[C@@H](CN(C)C(=O)Nc2ccccc2)Oc2ccc(NC(=O)Cn3cnnn3)cc2C1=O`?
mut p53 react: -7

Entries from the list above that contain bromine:
How did CCn1c(SCc2nc(-c3ccc(Br)cc3)no2)nnc1-c1c[nH]c2ccccc12 do in these assays?
mut p53 react: -1; STK33 inh: 1

Results for COc1ccc(NS(=O)(=O)c2ccc(NC(=O)c3ccc(Br)cc3)cc2)nn1 ?
mut p53 react: 7; STK33 inh: 0

Ordered by molar mass (low to high): part of the list above.
How did NC(N)=N/N=C/c1c(Cl)cccc1Cl do in these assays?
mut p53 react: 11

How did Nc1c(S(=O)(=O)c2ccccc2)nnn1-c1ccc(OC(F)(F)F)cc1 do in these assays?
mut p53 react: 3

How did Nc1nonc1-c1nc2ccccc2n1CC(=O)Nc1cccc(Cl)c1Cl do in these assays?
mut p53 react: -48; STK33 inh: 2

How did Cc1cccc(CN2CCC(CNC(=O)c3cc4cc5ccc(C)cc5nc4o3)CC2)c1 do in these assays?
mut p53 react: -9

What do the screens show for `C[C@H]1CN([C@@H](C)CO)C(=O)c2cc(NC(=O)Nc3ccc4c(c3)OCO4)ccc2O[C@@H]1CN(C)C(=O)Nc1ccc(F)cc1`?
mut p53 react: 4

How did C[C@@H]1CN([C@@H](C)CO)C(=O)c2cccc(NC(=O)c3nc4ccccc4s3)c2O[C@H]1CN(C)S(=O)(=O)c1cn(C)cn1 do in these assays?
mut p53 react: -4

Results for C[C@@H]1CCCCO[C@@H](CN(C)S(=O)(=O)c2cccs2)[C@@H](C)CN([C@H](C)CO)C(=O)c2cc(NC(=O)Nc3ccc(C(F)(F)F)cc3)ccc2O1 ?
STK33 inh: 3
